High-throughput results deposited in PubChem by National Center for Advancing Translational Sciences (NCATS).
EPAC2 antagonist = qHTS for Antagonist of cAMP-regulated guanine nucleotide exchange factor 2 (EPAC2): primary screen; Rap guanine nucleotide exchange factor 4 (Homo sapiens), Q8WZA2; EPAC2 GEF exchange of Rap1B-BODIPY-GDP, fluorescence; Potency, µM (series often up to 114 µM), for inactives: at the top dose activity, negative = inhibition, most hits filed as inhibitors; 360,000 compounds, 0.18% hits; AID 720708, 2013; also: % is scaled to controls: 0 for no effect and ±100 for the full control effect; nearly all actives have a fitted effect of over 45% in size; many of its hits are not listed in these tables
Target sequence (Q8WZA2 whole entry, looked up): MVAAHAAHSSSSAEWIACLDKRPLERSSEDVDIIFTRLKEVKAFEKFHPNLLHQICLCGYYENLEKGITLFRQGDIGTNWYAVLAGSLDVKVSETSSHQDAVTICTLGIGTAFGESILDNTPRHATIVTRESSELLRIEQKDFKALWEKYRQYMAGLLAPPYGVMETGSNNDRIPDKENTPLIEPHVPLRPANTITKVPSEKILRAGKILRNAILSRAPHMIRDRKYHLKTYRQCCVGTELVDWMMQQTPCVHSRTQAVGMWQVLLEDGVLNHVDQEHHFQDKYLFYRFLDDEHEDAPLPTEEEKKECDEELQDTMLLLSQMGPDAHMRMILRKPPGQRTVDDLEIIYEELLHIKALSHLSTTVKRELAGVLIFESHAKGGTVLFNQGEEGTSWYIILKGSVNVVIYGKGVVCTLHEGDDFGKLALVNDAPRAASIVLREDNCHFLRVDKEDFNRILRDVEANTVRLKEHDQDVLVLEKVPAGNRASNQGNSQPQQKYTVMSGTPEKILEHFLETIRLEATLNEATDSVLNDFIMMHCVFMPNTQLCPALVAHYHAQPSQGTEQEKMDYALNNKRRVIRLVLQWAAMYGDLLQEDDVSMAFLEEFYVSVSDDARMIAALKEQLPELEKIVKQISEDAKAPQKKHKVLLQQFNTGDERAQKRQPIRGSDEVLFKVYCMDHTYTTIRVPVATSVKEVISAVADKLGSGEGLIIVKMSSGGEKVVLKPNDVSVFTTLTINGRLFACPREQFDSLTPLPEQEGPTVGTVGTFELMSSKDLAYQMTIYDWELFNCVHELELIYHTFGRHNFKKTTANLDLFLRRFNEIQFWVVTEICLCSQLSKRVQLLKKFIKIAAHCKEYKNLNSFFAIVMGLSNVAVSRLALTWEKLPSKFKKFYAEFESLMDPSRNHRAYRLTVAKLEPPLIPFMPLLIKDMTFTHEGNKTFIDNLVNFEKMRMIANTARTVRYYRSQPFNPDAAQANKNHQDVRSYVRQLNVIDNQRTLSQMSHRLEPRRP
EPAC1 antagonist = qHTS for Antagonist of cAMP-regulated guanine nucleotide exchange factor 3 (EPAC1): primary screen | EPAC1 GEF assay, Rap1b-BODIPY-GDP exchange fluorescence | Potency, µM (doses to about 115 µM), without a hit: at the top dose activity change, negative = inhibition, usual class: inhibitors | 360,000 compounds, 0.14% hits | AID 720709, 2013;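 also: plate controls were vehicle for no effect and positive control for full effect; nearly all actives have a fitted effect of over 50% in size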
EPAC1 ag = qHTS for Agonist of cAMP-regulated guanine nucleotide exchange factor 3 (EPAC1): primary screen. Rap guanine nucleotide exchange factor 3 (Homo sapiens), O95398. EPAC1 agonist qHTS, biochemical assay; response scale: 100% = response to 6.5 mM cAMP. Potency, µM (doses to about 154 µM), for the others: top-dose activation, most hits filed as activators. 360,000 compounds, 0.073% hits. AID 720707, 2013; also: nearly all actives have a fitted effect of over 60% in size
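Nucleotide exchange assay: 100 nM EPAC1 with 250 nM Rap1B loaded with BODIPY-GDP and 50 uM GDP, room temperature. Fluorescence (480/540 nm) read every 5 min for 30 min; signal change normalized to 6.5 mM cAMP as full agonist.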
TDP43 rescue = qHTS of TDP-43 Inhibitors; TDP-43 expressing yeast growth rescue, BacTiter-Glo, 24 h; Potency, µM (titrated, usually from 46.1 µM), for the others: at the top dose growth rescue (activation), actives largely listed as activators; 410,000 compounds, 1.8% hits; AID 652104, 2013; also: % of control where 0% means no effect; nearly all actives have a fitted effect of over 50% in size
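In this qHTS, compounds that restore growth of yeast expressing TDP-43 appear as activators. Cells (OD600=0.02, galactose medium, raffinose-pregrown) are incubated with compound 24 hr at 30 deg C and growth is quantified by BacTiter-Glo.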
FUS suppressor = qHTS for Suppressors of FUS Proteinopathy: Primary screen using FUS-linked yeast assay; Potency, µM (doses to about 76.6 µM), inactives show top-dose growth rescue (activation), hits mostly activators; AID 1347120, 2019; 390,000 compounds, 0.24% hits; S. cerevisiae FUS-expressing, growth rescue, OD600, 24 h;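 also: plate controls were DMSO vehicle for no effect and reference control for full effect; nearly all actives have a fitted effect of over 55% in size; some results filed as inactive show a strong effect at the top dose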
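Absorbance at 600 nm, taken 24hr after compound addition, measured rescue of FUS-yeast growth at 30C. Induction used 2% galactose with seeding at OD 0.005. Controls: CP55940 from 92uM final, DMSO only.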
aSyn rescue = qHTS of alpha-syn Inhibitors; Potency, µM (series often up to 46.1 µM), for inactives: at the highest dose growth rescue (activation), actives largely listed as activators; Yeast expressing alpha-synuclein, growth rescue, BacTiter-Glo, 24 h; 370,000 compounds, 0.14% hits; also: % of control where 0% means no effect; nearly all actives have a fitted effect of over 65% in size
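Readout is rescue of growth in alpha-synuclein-expressing yeast, so inhibitors of toxicity appear as activators. Growth after 24 hr at 30 deg C in galactose medium is quantified by luminescence.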
EPAC2 agonist = qHTS for Agonist of cAMP-regulated guanine nucleotide exchange factor 4 (EPAC2): primary screen; Potency, µM (titrated, usually from 154 µM), for inactives: top-dose activation, usual class: activators; EPAC2 activation, biochemical qHTS; response scale: 100% = 6.5 mM cAMP response; 360,000 compounds, 0.079% hits; Rap guanine nucleotide exchange factor 4 (Homo sapiens), Q8WZA2; AID 720711, 2013; also: nearly all actives have a fitted effect of over 50% in size
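Exchange assay: 100 nM EPAC2 with 250 nM Rap1B-BODIPY-GDP and 50 uM GDP. Fluorescence (ex 480/em 540 nm) read every 5 min for 30 min at room temperature. Data normalized to 6.5 mM cAMP as agonist control.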
PTHR1 ag = qHTS for PTHR1 Agonists: Primary Screen. 410,000 compounds, 0.075% hits. Potency, µM (top dose mostly 115 µM), inactives show at the highest dose activation, hits mostly activators. HEK293 GP2 PTHR1 cells, GloSensor cAMP luminescence, 1 h; also: nearly all actives have a fitted effect of over 55% in size; some results filed as inactive show a strong effect at the top dose; inactives centre near -15; many of its hits are not listed in these tables
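HEK-293-derived GP2 cells expressing PTHR1 and a GloSensor cAMP reporter, 3,000/well, plated overnight, given luciferin plus IBMX (each 0.5 mM as added) for 1 h at 37 °C, then compound for 1 h at 37 °C. Luminescence was read after 15 min at room temperature.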
Starred values were filed as active, the others as inactive; i = inactive; ? = inconclusive; . = no result given; & = joins results of further samples; [ ] = dose if it differs, or a comment. Calls follow the shape of the dose curve; as a rule, active = well fitted curve in the direction sought with a large enough effect; inconclusive = small, poorly fitted or top-dose-only effect, or another doubt; inactive = no such curve, though single readings can be large; an effect the other way counts as inactive or inconclusive. Potency is read from the fitted curve at half-maximal effect. A portion of the library (hit frequency here may not be typical).

molecule,EPAC2 agonist,aSyn rescue,EPAC2 antagonist,TDP43 rescue,EPAC1 ag,EPAC1 antagonist,PTHR1 ag,FUS suppressor
COc1ccc(/C=C/C(=O)NC(=S)N2C[C@H]3C[C@H](C2)c2cccc(=O)n2C3)cc1OC,4%,-1%,-8%,23%,12%,3%,i,17%
CC(=O)c1ccc(-c2ccccc2)cc1,13%,-7%,-1%[57.1 µM],-18%,-8%,6%,3%,0%
NNCc1ccccc1,0%,15%,-8%,14%,-3%,-3%,-44%,-18%
O=C1CN=C(c2ccccc2)c2cc([N+](=O)[O-])ccc2N1,4%,0%,6%,4%,-24%,12%,-7%,-28%
Cc1cccc(C)c1-n1nnnc1C(c1cccc2ccccc12)N1CCC2(CC1)C(=O)NCN2c1ccccc1 (configuration not stated),-8%,2%,1%,18%,-6%,-8%,-12%,4%
COc1ccc(CN2CCCC(C(=O)c3cccc(Cl)c3)C2)cc1 (configuration not stated),0%,9%,-3%,-24%,-2%,-10%,i,-12%
COc1ccccc1NS(=O)(=O)c1cc(NC(=O)c2ccc(Cl)nc2)ccc1N1CCCC1,8%,?,16%,-6%,16%,4%,-70%[inhibitor],.
Cc1cc(C)n(-c2nc3nonc3nc2Nc2cccc(C)c2C)n1,-28%,?,-10%,6%,-11%,2%,-77%[inhibitor],-21%
Cc1ccc(S(=O)(=O)N2CCCCC2)cc1NC(=O)CSc1ncnc2ccccc12,13%,8%,-1%,?,-6%,0%,i,.
C[C@H]1C/C=C/[C@H]2[C@H](O)[C@H](C)[C@@](C)(O)[C@H]3[C@H](Cc4ccccc4)NC(=O)[C@]32[C@H](O)/C=C/[C@](C)(O)C1,4%,1%,-8%,11%,-10%,-5%,-20%,-11%
CCOC(=O)c1sc(/N=C/c2c(O)n(-c3ccccc3)c(=O)[nH]c2=O)c(C#N)c1C,-2%,-4%,5%,15%,7%,3%,i,15%
COC(=O)C1=C(C(=O)OC)C2OC1c1cc3ccccc3cc12,11%,-79%[inhibitor],4%,?,10%,-3%,-28%,.
C=CCn1c(O)c(C(=O)CCCCCC)c(=O)[nH]c1=O,-11%,5%,-1%,-40%[inhibitor],-9%,3%,-16%[57.5 µM],2%
CN(C)P(=S)(Nc1ccccc1)C(Cl)(Cl)Cl (configuration not stated),3%,-11%,-2%,-7%[9.22 µM],-6%,-3%,-19%,-2%
CCOC(=O)c1ccc(N=C(CC)c2c(O)n(C)c(=O)n(C)c2=O)cc1,7%,-15%,-2%,-24%,10%,5%,i,-10%
CC(C)c1ccc(N2C(=O)NC(=O)/C(=C\C=C\c3ccco3)C2=O)cc1,-8%,-2%,10%,-12%,-4%,?,-41%[inhibitor],20%
COc1ccc(C[C@@H]2c3cc(O)c(OC)cc3CCN2C)cc1O,5%,-1%,-2%,4%,6%,-5%,2%,-23%
COc1ccc(-[n+]2c(-c3ccccc3)cc(-c3ccccc3)cc2-c2ccccc2)cc1,10%,0%,-6%,0%,1%,6%,-39%[inhibitor],-18%
CC(C)Nc1nc(Cl)nc(NC(C)C)n1,8%,-6%,8%,18%,10%,8%,-13%,-14%
CCOc1ccc(C2C(C#N)=C(N)Oc3c2c(=O)oc2ccccc32)cc1 (configuration not stated),-5%,2%,4%,10%,-9%,-16%,-16%,.
CC(=O)N1CCC2(CC1)CC(=O)c1cc(OCC(=O)N3CCC4(CC3)OCCO4)ccc1O2,11%,7%,5%,6%,2%,2%,i,-7%
O=c1[nH]c(=O)n(Cc2ccco2)c(O)c1/C=N/N1CCCCCC1,7%,0%,-5%,7%,4%,0%,-8%,17%
Cc1cc(C)n(CCOC(=O)C2C(C=C(Cl)Cl)C2(C)C)n1 (configuration not stated),6%,2%,-3%,-15%,-13%,-12%,-37%[inhibitor][57.5 µM],33%
CC(C)c1ccc(NC(=O)Nc2nc(C(N)CCc3ccccc3)cs2)cc1 (configuration not stated),11%,-45%[inhibitor],54%[activator],10%,-8%,0%,-23%,29%
Cc1ccc([N+](=O)[O-])cc1,3%,1%,-4%,22%,-5%,7%,-23%,-7%
CC(C#N)CCC#N (configuration not stated),2%,-1%,-3%,22%,-16%,15%,-15%,-47%
CSCCC(c1nnnn1C1CCCCC1)N1CCC2(CC1)C(=O)NCN2c1ccccc1 (configuration not stated),7%,4%,3%,6%,8%,-3%,-25%,-21%
CCN(CC)P(=O)(/C=C(\Cl)c1ccccc1)/C=C(\Cl)c1ccccc1,-1%,-6%,-17%,-14%,9%,-4%,i,7%
C[C@]12N[C@H](Cc3ccccc31)c1ccccc12,0%&-3%,3%&-7%&6%,2%&15%,-4%&11%,-9%&10%,13%&2%,-7%&-26%,-39%&-28%
CC1CCCCC1NC(=O)Cn1nnc2ccccc2c1=O (configuration not stated),-5%,10%,3%,-15%,-5%,15%,?,9%
O=C(Cn1cnc2sc3c(c2c1=O)CCCC3)NCCC(=O)N1CCC2(CC1)OCCO2,11%,-3%,-2%,0%,0%,-3%,-3%[57.5 µM],14%
CC(=O)O[C@H]1C[C@@H]2OC3C=C(C)CCC3(C)[C@@]1(C)[C@@]21CO1 (some centres not stated),4%,?,-4%,?,3%,-7%,-27%,.
CC(=NCC1CCCO1)c1c(O)n(-c2ccc(C)cc2)c(=O)[nH]c1=O (configuration not stated),3%,4%,7%,-5%,3%,20%,-3%[57.5 µM],11%
CC1(C)CN=C(Nc2ccc(F)c(F)c2)S1,7%,0%,1%,20%,-7%,-2%,-21%,-24%
O=c1c2ccccc2nc(-c2ccco2)n1-c1ccc(Br)cn1,11%,1%,-6%,-1%,6%,-1%,-20%[57.5 µM],32%
Nc1ccc2c(c1)Cc1cc([N+](=O)[O-])ccc1-2,14%,?,-1%,8.9µM*,7%,12%,-1%,23%
CCC(CC)C(=O)NC1CCSC1=O (configuration not stated),5%,1%,-1%,-10%,0%,-11%,4%[57.5 µM],0%
O=c1[nH]c2ccccc2n1C1CCN(Cc2ccc(-c3nc4ccccc4nc3-c3ccccc3)cc2)CC1,7%,1%,1%,10%,7%,5%,-45%[inhibitor],26%
COC(=O)C1=C(N)Oc2c(c(=O)oc3ccccc23)C1c1cccnc1 (configuration not stated),-3%,-2%,2%,-1%,-4%,9%,-50%[inhibitor][57.5 µM],8%
CC(C)C(=O)NC(Oc1ccccc1Cl)C(Cl)(Cl)Cl (configuration not stated),5%,10%,-28%,16%,7%,-10%,-10%,-13%

2 of the compounds above, with two lines to a compound:
Each structure is followed by: EPAC2 agonist, aSyn rescue, EPAC2 antagonist, TDP43 rescue, EPAC1 ag, EPAC1 antagonist, PTHR1 ag, FUS suppressor
- COC(=O)C1=C(C(=O)OC)C2OC1c1cc3ccccc3cc12
  11%, -79%[inhibitor], 4%, ?, 10%, -3%, -28%, .
- CN(C)P(=S)(Nc1ccccc1)C(Cl)(Cl)Cl (configuration not stated)
  3%, -11%, -2%, -7%[9.22 µM], -6%, -3%, -19%, -2%

Next entries.
molecule,EPAC2 agonist,aSyn rescue,EPAC2 antagonist,TDP43 rescue,EPAC1 ag,EPAC1 antagonist,PTHR1 ag,FUS suppressor
CCOC(=O)C(C)Oc1cc(C)cc2oc(=O)c3c(c12)CCCC3 (configuration not stated),20%,0%,-12%,-20%,21%,-22%,i,23%
COc1cccc(-n2c(CN3CCOCC3)nc3ccc([N+](=O)[O-])cc3c2=O)c1,3%,-5%,3%,4%,6%,-13%,i,11%
CC(=O)Nc1ccc(OC(=O)c2ccccc2N)cc1,4%,-3%,4%,-6%,-5%,10%,-5%[57.5 µM],8%
COc1ccccc1N1CCN(Cc2c(F)cccc2Cl)CC1,4%,.,0%,0%,8%,2%,-35%,9%
CCN(CC)CCC(=O)O[C@H]1CC[C@]2(C)C3CC[C@@]4(C)C(CC[C@]4(C)O)C3CC[C@H]2C1 (some centres not stated),-6%,1%,7%,16%,-8%,2%,i,.
Nc1ccc2nonc2c1[N+](=O)[O-],?,-1%,-1%,-4%,?,1%,i,-5%
COc1ccc(N=C(C)c2c(O)n(C)c(=O)n(C)c2=O)c(OC)c1,-8%,-5%,6%,-30%[inhibitor],-1%,16%,i,8%
O=C1CN(O)C(c2ccccc2Cl)=c2cc(Br)ccc2=N1,5%,-9%,-10%,8%,-2%,-13%,0%,-31%
CCOc1cc(C2NCc3ccccc3-n3cccc32)ccc1O (configuration not stated),-3%,4%,12%,-19%,-1%,-6%,-13%,.
Clc1cccc(NC2=NCCS2)c1,9%,-2%,-5%,0%,9%,-4%,i,-12%
c1cncc(CNC2CCCCC2)c1,-8%,-1%,7%,0%,-5%,9%,-5%,-22%
O=C(O)c1ccc(N=Cc2c(O)[nH]c(=O)[nH]c2=O)cc1,0%,-7%,-1%,8%,8%,-5%,-24%,2%
COc1ccc(CC(=O)N2C[C@H]3C[C@@H](C2)c2cccc(=O)n2C3)cc1,8%,0%,1%,5%,1%,-4%,-7%,-10%
CCN1CC2([N+](=O)[O-])CC=C(Cl)C([N+](=O)[O-])(C1)C2 (configuration not stated),12%,-1%,-5%,-7%,7%,6%,-8%,6%
COc1ccc(-c2nn(CCC#N)cc2C(=O)Nc2ccc(C(C)=O)cc2)cc1,4%,-20%,24%,0%,5%,6%,34%,-13%
CN1CCN(c2c(N)c(=O)oc3ccccc23)CC1,8%,2%,9%,-11%,.,19%,i,0%
Cc1oc(-c2ccccc2F)nc1CS(=O)CC(=O)N1CCC2(CC1)OCCO2 (configuration not stated),7%,.,-2%,9%,4%,1%,i,-2%
O=C(N/N=C/c1c(O)n(C2CC2)c(=S)[nH]c1=O)c1ccccc1O,10%,-6%,-4%,-5%,0%,3%,i,22%
